High-throughput results deposited in PubChem by National Center for Advancing Translational Sciences (NCATS).
GLP1R cytotox = cytotoxicity in counter-screen for GLP-1R inverse agonists; Potency, µM (series often up to 38.3 µM), inactives show at the highest dose activity change, negative = inhibition, most hits filed as inhibitors; AID 624418; 410,000 tested, 0.13% active; HEK293 cAMP-luciferase reporter cells, luminescence, 24 h;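 further: loss of luciferase light is scored as toxicity; potency means the concentration at half of the fitted maximal effect; on the % scale 0 is the no-effect control and ±100 the full control effect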
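Step one: seed cells (200 cells/uL, DMEM with 10% Nu serum, 1% pen-strep). Step two: 12-hour incubation at 37 deg C. Step three: pin 23 nL compound, incubate 24 hr. Step four: add luciferase reagent, read luminescence 12 min later.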
DRD3 antagonist = D3 dopamine receptor (human) antagonism. P35462. max response, negative = inhibition, %. 360,000 tested, 2.5% active. AID 652054. D3R cells, DiscoveRx beta-arrestin luminescence, antagonist mode; stronger effect = lower value; in the data active means max response below about -50%; inconclusive means no clear call, values can overlap the other calls; further: on the % scale 0 is the no-effect control and ±100 the full control effect; mostly tested at two doses, the higher about 12 µM
Target sequence (P35462 whole entry, looked up): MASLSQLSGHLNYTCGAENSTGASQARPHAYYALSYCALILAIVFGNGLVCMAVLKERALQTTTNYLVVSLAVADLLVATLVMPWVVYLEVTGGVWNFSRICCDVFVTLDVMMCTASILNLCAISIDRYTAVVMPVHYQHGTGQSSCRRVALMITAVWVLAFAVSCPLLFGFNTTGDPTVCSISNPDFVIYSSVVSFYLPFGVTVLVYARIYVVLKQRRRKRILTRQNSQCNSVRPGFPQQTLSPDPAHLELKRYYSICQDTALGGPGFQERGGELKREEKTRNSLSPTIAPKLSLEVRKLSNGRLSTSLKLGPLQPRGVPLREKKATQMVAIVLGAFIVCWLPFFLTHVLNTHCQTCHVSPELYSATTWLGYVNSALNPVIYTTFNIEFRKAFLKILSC
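Cells plated overnight at 1500 cells/well, then exposed to library compounds with dopamine controls for 90 minutes at 37 degrees C. DiscoveRx reagent added for 30–60 minutes at room temperature; luminescence read, quantitative HTS format.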
GLP-1R agonist = agonists of human GLP-1 receptor; HEK293 GLP-1R CRE-luciferase, luminescence, 4-6 h; cells express a hypersensitive GLP-1R form; Potency, µM (highest dose often 45.6 µM), inactives show top-dose activation, hits mostly activators; 380,000 tested, 0.007% active; further: potency means the concentration at half of the fitted maximal effect; % of control where 0% means no effect
aSyn yeast inh = inhibitors of alpha-synuclein toxicity in yeast | Yeast expressing alpha-synuclein, growth rescue, BacTiter-Glo, 24 h | Potency, µM (doses to about 46.1 µM), for inactives: at the highest dose growth rescue (activation), usual class: activators | 370,000 tested, 0.14% active | AID 652106; further: potency means the concentration at half of the fitted maximal effect; % of control where 0% means no effect; nearly all actives have a fitted effect of over 65% in size
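Rescue of yeast growth: cells expressing toxic alpha-synuclein, induced in galactose at OD600 0.02, incubated with compound 24 h at 30 C. ATP luminescence quantified growth; inhibitors of toxicity appear as activators.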
DRD3 agonist = activates the human D3 dopamine receptor; P35462; D3R DiscoveRx beta-arrestin cells, luminescence, 90 min; max activation, %; 410,000 tested, 0.58% active; AID 652048; in the data active means max activation above about 30%; further: 0% is about no effect; mostly tested at two doses, the higher about 12 µM
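Agonist mode: compounds and dopamine controls were applied to plated cells for 90 min at 37 degrees C after an overnight attachment at 1500 cells/well. Luminescent read-out followed 30 - 60 minutes at room temperature with DiscoveRx detection reagent.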
TDP-43 yeast inh = TDP-43 toxicity inhibition in yeast. TDP-43 expressing yeast growth rescue, BacTiter-Glo, 24 h. Potency, µM (titrated, usually from 46.1 µM), for inactives: at the top dose growth rescue (activation), actives largely listed as activators. 410,000 tested, 1.8% active; further: potency means the concentration at half of the fitted maximal effect; % of control where 0% means no effect; nearly all actives have a fitted effect of over 50% in size
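Galactose-induced TDP-43 yeast, OD600=0.02, compound pinned; 24 hr, 30 deg C; BacTiter-Glo luminescence for growth. Inhibitors of TDP-43 toxicity read as activators.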
KB-V1 MDR tox = kills drug-selected multidrug resistant KB-V1 cells. KB-V1 MDR cells viability, CellTiter-Glo, 72 h. AID 1347076. Potency, µM (top dose mostly 46.1 µM), without a hit: top-dose activity change, negative = cytotoxicity, actives largely listed as cytotoxic. 400,000 tested, 3.4% active; further: potency means the concentration at half of the fitted maximal effect; on the % scale 0 is the no-effect control and ±100 the full control effect; nearly all actives have a fitted effect of over 60% in size
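In this primary screen, KB-V1 cells overexpressing P-gp are incubated with library compounds (lowest to highest concentration) for 72 h at 37 degrees C before a luminescent ATP viability read.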
PTHR1 agonist = agonists of human PTHR1 parathyroid hormone receptor; Q03431; HEK293 GP2 PTHR1 cells, GloSensor cAMP luminescence, 1 h; Potency, µM (titrated, usually from 115 µM), without a hit: at the highest dose activation, actives largely listed as activators; 410,000 tested, 0.075% active; further: potency means the concentration at half of the fitted maximal effect; nearly all actives have a fitted effect of over 55% in size; some results filed as inactive show a strong effect at the top dose; inactives centre near -15; many of its hits are not listed in these tables
Target sequence (Q03431 whole entry, looked up): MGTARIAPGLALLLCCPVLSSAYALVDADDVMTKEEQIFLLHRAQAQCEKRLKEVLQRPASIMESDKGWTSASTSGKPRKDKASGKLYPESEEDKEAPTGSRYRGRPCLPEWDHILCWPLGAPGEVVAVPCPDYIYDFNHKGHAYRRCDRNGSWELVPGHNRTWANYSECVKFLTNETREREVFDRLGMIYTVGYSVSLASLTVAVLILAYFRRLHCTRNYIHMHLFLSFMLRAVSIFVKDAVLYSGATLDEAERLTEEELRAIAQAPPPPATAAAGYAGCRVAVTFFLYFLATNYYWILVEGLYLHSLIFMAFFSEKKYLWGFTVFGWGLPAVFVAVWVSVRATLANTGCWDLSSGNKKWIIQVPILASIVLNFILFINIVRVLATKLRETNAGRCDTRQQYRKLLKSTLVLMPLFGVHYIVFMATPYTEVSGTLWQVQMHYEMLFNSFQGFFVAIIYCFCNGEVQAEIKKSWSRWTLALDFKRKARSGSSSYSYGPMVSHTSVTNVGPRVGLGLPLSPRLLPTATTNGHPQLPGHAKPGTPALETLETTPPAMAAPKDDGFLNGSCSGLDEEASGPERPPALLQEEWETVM
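HEK-293-derived GP2 cells expressing PTHR1 and a GloSensor cAMP reporter, 3,000/well, plated overnight, given luciferin plus IBMX (each 0.5 mM as added) for 1 h at 37 °C, then compound for 1 h at 37 °C. Luminescence was read after 15 min at room temperature.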
GLP-1R inv ag = inverse agonists of human GLP-1 receptor; P43220; 410,000 tested, 1.6% active; Potency, µM (doses to about 38.3 µM), without a hit: at the top dose activity change, negative = inhibition, actives largely listed as inhibitors; HEK293 GLP-1R CRE-luciferase, luminescence, 24 h; GLP-1R form is constitutively active; AID 624417; further: potency means the concentration at half of the fitted maximal effect; on the % scale 0 is the no-effect control and ±100 the full control effect; nearly all actives have a fitted effect of over 55% in size
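Stable HEK293 clone (constitutively active GLP-1R + cAMP-response luciferase); 200 cells/uL plated, 12 h pre-culture, compound 24 hr, 37 deg C/5% CO2; detection reagent 12 min RT; luminescence.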
Numbers without * were called inactive; i = inactive; ? = inconclusive; . = no result given; [ ] = dose if it differs, or a comment. Unless noted, the call rests on the fitted dose curve; in most records, active means well fitted curve in the direction sought with a large enough effect; inconclusive means small, poorly fitted or top-dose-only effect, or another doubt; inactive means no such curve, though single readings can be large; an effect the other way counts as inactive or inconclusive.

SMILES	GLP1R cytotox	DRD3 antagonist	GLP-1R agonist	aSyn yeast inh	DRD3 agonist	TDP-43 yeast inh	KB-V1 MDR tox	PTHR1 agonist	GLP-1R inv ag
CC(C)C[C@H](NC(=O)N1CC(=O)Nc2ccccc21)C(=O)N[C@H](C(=O)O)c1ccccc1	0%	16	4%	3%	11	26%	0%	-33%[inhibitor]	19%
COc1ccc(OC(C)c2nnc(N)s2)cc1 (stereo not drawn)	-4%	-4	3%	-5%	0	3%	-17%	-21%	5%
COc1cccc(NC(=S)N(CCc2c(C)[nH]c3ccc(C)cc23)Cc2cccs2)c1	-26%	0	-3%	14%	-5	10%	?	1%	?
CNC(=O)CSc1nc2c([nH]c3ccccc32)c(=O)n1CCOC	8%	0	-7%	-1%	-14	7%	-2%	i	-5%
CC(=O)N1CCc2c(sc(NC(=O)CSc3ccc(F)cc3)c2-c2nc3ccccc3s2)C1	3%	.	.	.	-13	7%	.	i	-8%
Cn1c(SCC(=O)N/N=C/c2cc([N+](=O)[O-])ccc2O)nnc1-c1ccccc1	-12%	?	7%	-1%	-1	11%	-8%	-14%	48%[activator]
O=C(NC1CCCCC1)C(c1ccnc2ccccc12)n1c(=O)c(-c2ccccc2)nc2ccccc21 (stereo not drawn)	-6%	-68*	.	-2%	-17	12%	23µM*	-10%	-8%
COCCCNc1oc(COc2ccc(Cl)cc2Cl)nc1C#N	-3%	?	-1%	5%	-1	3%	6%	i	-7%
CN[C@@H](CO)C(=O)NC[C@H]1O[C@@H](n2cnc3c(=O)[nH]c(N)nc32)[C@H](O)[C@@H]1O	-2%	3	-5%	0%	10	0%	14%	-25%	28%
Cc1cccc(OCCNC(=O)c2cncc(Br)c2)c1	1%	4	5%	-15%	1	8%	-10%	-20%	?
CCc1ccc(NC(=O)CSc2nc3ccsc3c(=O)n2C(C)CC)cc1 (stereo not drawn)	-21%	.	.	.	19	20%	.	-25%	?
CCn1c(=O)c2cc(C(=O)N(C)c3ccccc3F)sc2c2ccccc21	0%	6	10%	7%	3	?	?	-5%	15%
O=C(NC1CCS(=O)(=O)C1)c1c(NC(=O)C2COc3ccccc3O2)sc2c1CCCC2 (stereo not drawn)	?	18	-8%	-1%	0	4%	-10%	i	-26%
CC(=O)Nc1nc(N2C(=O)c3ccccc3C2=O)n(-c2ccccc2)n1	28%	-63*	22%	3%	-1	-9%	3%	-4%	5%
O=C(COc1ccc(S(=O)(=O)NC2CCCCC2)cc1)NCC1CCCO1 (stereo not drawn)	12%	-12	0%	-2%	-4	-16%	?	-31%[inhibitor]	11%
O=C(Nc1ccc(Cl)cc1)C(Cl)C(=O)c1ccccc1 (stereo not drawn)	-13%	-52*	2%	-70%[inhibitor]	-29	-93%[inhibitor]	5%	i	109%[activator]
CN(Cc1ccccc1)C(=O)c1ccc2sc([C@@H]3O[C@H](CO)[C@H](O)[C@H](O)[C@H]3O)nc2c1	7%	7	1%	-2%	-3	23%	3%	-23%	13%
Cc1[nH]c2ccccc2c1CCNS(=O)(=O)c1ccc(S(N)(=O)=O)cc1	11%	?	7%	0%	-20	-27%	21%	i	-21%
Nc1cc(=O)nc(SCC(=O)Nc2ccc(F)cc2)n1CCc1ccccc1	0%	.	.	.	3	20%	17%	i	12%
CC1CCN(C(=O)CCCN2C(=O)c3cccnc3Oc3ccc(Cl)cc32)CC1	-10%	-65*	2%	13%	-16	-23%	-6%	-55%[inhibitor]	?
CCOC(=O)C1CCCN(C(=O)c2ccc(-c3ccccc3)cc2)CC1 (stereo not drawn)	7%	-9	-4%	7%	-6	0%	5%	-16%	?
COc1ccc(C(=O)NC(C)c2ccc(-n3ccnc3)cc2)cc1S(=O)(=O)N1CCOCC1 (stereo not drawn)	2%	13	-3%	-3%	6	-6%	5%	i	15%
Cc1ccc(Sc2c(CO)c(-c3ccccc3)nn2C)cc1	-24%	-5	27%	0%	-4	?	?	-92%[inhibitor]	-63%
COc1ccc(NC(=O)c2nnn(CC(=O)Nc3ccc4c(c3)OCO4)c2N)cc1OC	-13%	4	-1%	-1%	3	4%	-6%	i	-4%
COc1c(C)cc(C(O)c2ncc(-c3ccccc3C(F)(F)F)[nH]2)cc1C (stereo not drawn)	0%	-2	10%	-2%	-1	14%	18µM*	-30%	?
O=S1(=O)c2ccccc2N=NN1Cc1ccc(Cl)cc1	-14%	-28	-9%	9%	-1	-9%	15%	-21%[57.5 µM]	9%
Cc1cc2ncn(C(=O)c3cc(-c4ccccc4)nc4ccccc34)c2cc1C	5%	-8	-3%	-1%	-4	6%	-16%	-6%	35%[activator]
O=C(NNc1ccccc1)C(=O)NNS(=O)(=O)c1ccc(CCCl)cc1	?	-8	-5%	-3%	-5	2%	-7%	i	?
COc1ccc(/C=N/n2c(=O)[nH]c3c([nH]c4ccc(F)cc43)c2=O)cc1CN1CCCCC1	-10%	14	0%	-5%	-4	1%	-6%	-16%	24%
Cc1cc2c(cc1C)-n1nnnc1C(N(C)CCc1ccccc1)C(=O)N2 (stereo not drawn)	2%	-4	.	-22%	2	23%	?	-5%	-15%
O=C(O)c1cccc(Nc2ccc([N+](=O)[O-])cn2)c1	-12%	-19	-4%	2%	-9	-4%	4%	-20%	-3%
COc1ccc(/C=C2/S/C(=N/S(=O)(=O)Cc3ccccc3)NC2=O)cc1OC	2%	13	16%	3%	2	12%	1%	0%	138%[activator]
CCOC(=O)C1=C(COC(=O)COc2ccc(C(=O)CC)cc2)NC(=O)NC1C (stereo not drawn)	6%	17	-3%	2%	15	20%	12%	-35%[inhibitor]	7%
Cc1nn(-c2ccccc2)c(C)c1/C=C1\C(=O)N(C)C(=S)N1C	-30%	-2	16%	-3%	2	-33%[inhibitor][0.397 µM]	-2%	-32%[inhibitor]	?
O=C(C1CCCN(S(=O)(=O)c2cnc[nH]2)C1)N1CCN(Cc2ccccc2)CC1 (stereo not drawn)	-8%	5	1%	2%	5	23%	2%	i	-9%
CC(C)CC(=O)Nc1cc(-c2ccccc2F)nn1-c1ccccc1	1%	.	.	.	-9	12%	1%	i	?
CCc1ccc(C(=O)OCC(=O)NCCNC(=O)COC(=O)c2ccc(CC)cc2)cc1	-4%	-1	9%	0%	4	?	2%	16%	1%
Cc1ccc(CCNC(=O)c2c[nH]c3ccc(S(=O)(=O)Nc4cccc(C(F)(F)F)c4)cc3c2=O)cc1	0%	.	.	.	-4	-11%	0%	-40%[inhibitor]	-22%
CCOC(=O)c1ccc(NC(=S)N(CCCN2CCCCCC2)Cc2ccco2)cc1	?	-28	10%	4%	-22	-10%	20%	i	?
CC(CCN1CCN(c2ccccn2)CC1)c1ccccc1 (stereo not drawn)	-6%	?	18%	-4%	6	-13%	-11%	-5%	?
Cc1onc(-c2ccccc2Cl)c1C(=O)Nc1ccc(-n2nncc2C(C)(C)C)cc1	3%	10	-11%	-1%	6	-8%	11%	i	2%
COc1ccccc1OC1=NS(=O)(=O)c2ccccc21	34%	-9	1%	0%	0	8%	-8%	-1%	14%
Cc1csc(SC(C)C(=O)NC2CCCCC2C)n1 (stereo not drawn)	7%	-12	4%	3%	6	0%	-10%	i	-16%
O=c1cc(-c2ccc(C3CCCCC3)cc2)[nH][nH]1	-9%	-1	2%	10%	3	18µM*	-5%	-13%	55%[activator]
N#Cc1ccc(-c2csc(NNC(=O)c3ccc(Br)cc3)n2)cc1	?	11	-29%	-10%	2	21%	0%	-5%	?
Cc1ccc(C)n1NC(=O)c1ccccc1	11%	6	1%	-2%	3	-2%	15%	-21%	10%
Cc1cc(Cl)c(S(=O)(=O)NC2CCCC2)cc1OCC(=O)NC1CCCCC1	-14%	30	12%	.	-3	0%	-30%	i	-8%
COCC1CCN(Cc2cn[nH]c2-c2ccc(OC)cc2F)C1 (stereo not drawn)	-4%	-11	9%	-5%	-7	-18%	-2%	i	13%
COc1ccccc1/C=C/C=C(\C#N)C(=O)NC(C)c1ccccc1 (stereo not drawn)	?	-18	13%	-12%	-10	-11%	?	-8%	11µM*
CCOC(=O)C1(Cc2ccc(Cl)cc2)CCN(C(=O)c2ccoc2)CC1	-3%	2	0%	2%	4	-3%[0.397 µM]	-6%	-18%	?
Cc1sc2ncnc(SCC(=O)N3CCCC3)c2c1C	-3%	0	13%	-2%	4	6%	-10%	-5%[57.5 µM]	3%
CCOc1ccc(NC(=O)Cn2cc(S(=O)(=O)N3CCN(c4ccccc4F)CC3)c3ccccc3c2=O)cc1	-4%	.	0%	.	-7	17%	13%	-19%	4%
O=C(O)CC(NC(=O)C12CC3CC(CC(C3)C1)C2)c1cc([N+](=O)[O-])ccc1Cl (stereo not drawn)	-1%	3	3%	4%	1	21%[9.22 µM]	-8%	-17%	-1%
CC(=O)NCCOC(=O)Nc1ccncc1	-9%	-6	-17%	-23%	11	-26%	1%	-4%[57.5 µM]	?
COc1cccc(NC(=S)NC(=O)c2c(Cl)c(C)nn2C)c1	0%	-25	-2%	-10%	-1	22%	?	i	4%
O=C(c1ccc2c(c1)N(Cc1ccccc1)C(=O)c1ccccc1S2=O)N1CCC(Cc2ccccc2)CC1 (stereo not drawn)	-5%	.	-4%	.	-12	-2%	?	-43%[inhibitor]	-4%

Only part of the results is shown, so the mix of outcomes need not match the whole.
